GC-A act: GC-A stimulated cGMP production enhancers – HEK293 GC-A cells, cGMP TR-FRET, EC30 ANP, primary screen | Atrial natriuretic peptide receptor 1 (Homo sapiens), P16066 | 0% at EC30 ANP, 100% saturating ANP | activation, % at 10 µM | 370,000 tested, 0.14% active; in the data active = activation above about 40%
mABHD4 FP: ABHD4 inhibitors, primary screen, biochemical, fluorescence polarization, mouse | 370,000 tested, 0.54% active | inhibition, % at 8.92 µM | (Lyso)-N-acylphosphatidylethanolamine lipase (Mus musculus), Q8VD66 | purified mABHD4, FP-Rh probe fluorescence polarization;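 active = inhibition exceeding the mean over every tested compound plus 3 SD, cut at about 30% in these data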;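 also: 0% = plate median of compound wells and 100% = S159A mutant with DMSO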
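Doses – 8.92 µM, single dose · Material – wild-type mouse ABHD4 protein · Replication – single well per compound (singlicate) · Measure – percent inhibition of probe binding, normalized to plate controls · Schedule – 45 min compound pre-incubation plus 60 min probe step, 25 °C · Detection – fluorescence polarization with parallel and perpendicular emission, 525/598 nm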
MBD2 DNA inh: inhibitors of MBD2 binding to methylated DNA, primary screen, biochemical, TR-FRET, DNA-binding domain, human; MBD2 binding to methylated oligonucleotide; inhibition, % at 4.4 µM; 370,000 tested, 0.31% active; in the data active = inhibition above about 13%
TCR CD3 inh: inhibitors of human TCR-CD3 interaction, primary screen, biochemical, fluorescence, TAMRA-labeled TCR probe; inhibition, % at 9.4 µM; 360,000 tested, 0.37% active; AID 651800, 2012; in the data active = inhibition above about 19%;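 also: recombinant mutant TCR 2C K166C tagged with TAMRA read by polarization; 0% = receptor in buffer alone and 100% = receptor with positive control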
NPR2 activator: human GC-B receptor activators, primary screen, HEK293 GC-B cells, cGMP TR-FRET, EC30 CNP; activation, % at 10 µM; 0% at EC30 CNP, 100% saturating CNP; Atrial natriuretic peptide receptor 2 (Homo sapiens), P20594; 370,000 tested, 0.11% active; AID 1920062, 2024;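 active = activation at 10 µM reaching about 35% in either raw or pattern-adjusted values, limit read from the data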
Target sequence (P20594 whole entry, looked up): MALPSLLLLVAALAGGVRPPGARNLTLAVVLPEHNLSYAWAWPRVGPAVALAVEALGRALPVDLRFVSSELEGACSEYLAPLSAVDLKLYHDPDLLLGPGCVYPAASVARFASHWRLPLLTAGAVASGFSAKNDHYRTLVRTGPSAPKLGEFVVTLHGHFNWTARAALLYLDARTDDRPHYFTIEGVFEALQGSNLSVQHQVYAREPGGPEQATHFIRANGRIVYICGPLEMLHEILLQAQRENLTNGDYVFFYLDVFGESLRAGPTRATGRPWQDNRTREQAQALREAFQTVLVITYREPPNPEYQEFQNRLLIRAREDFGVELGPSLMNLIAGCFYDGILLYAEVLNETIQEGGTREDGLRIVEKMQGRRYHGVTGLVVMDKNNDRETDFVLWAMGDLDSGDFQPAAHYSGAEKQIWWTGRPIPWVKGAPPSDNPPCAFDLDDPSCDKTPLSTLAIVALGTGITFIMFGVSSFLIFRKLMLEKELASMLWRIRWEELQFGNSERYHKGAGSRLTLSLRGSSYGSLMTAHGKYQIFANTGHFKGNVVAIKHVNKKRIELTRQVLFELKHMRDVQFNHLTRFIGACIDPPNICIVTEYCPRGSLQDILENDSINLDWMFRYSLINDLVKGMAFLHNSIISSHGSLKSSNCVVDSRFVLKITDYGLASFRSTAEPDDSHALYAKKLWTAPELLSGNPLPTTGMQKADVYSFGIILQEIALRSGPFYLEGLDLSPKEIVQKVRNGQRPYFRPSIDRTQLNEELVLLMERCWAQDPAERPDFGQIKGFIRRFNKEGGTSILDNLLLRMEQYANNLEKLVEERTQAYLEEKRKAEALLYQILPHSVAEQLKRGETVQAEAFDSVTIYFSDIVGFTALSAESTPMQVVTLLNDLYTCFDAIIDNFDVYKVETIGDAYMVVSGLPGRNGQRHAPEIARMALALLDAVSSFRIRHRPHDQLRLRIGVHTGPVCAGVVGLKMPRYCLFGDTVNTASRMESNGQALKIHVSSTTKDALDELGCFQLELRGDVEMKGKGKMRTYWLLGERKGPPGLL
UHRF1 binding: UHRF1 methylated DNA binding inhibitors, primary screen, counter-screen for MBD2 inhibitor project, biochemical, TR-FRET, human UHRF1, single concentration. E3 ubiquitin-protein ligase UHRF1 (Homo sapiens), Q96T88. UHRF1 binding to methylated oligo. inhibition, % at 4.4 µM. 370,000 tested, 0.75% active. AID 687016, 2013; in the data active = inhibition above about 21%;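 also: UHRF1 SRA domain binding a hemimethylated CpG hairpin DNA probe; 0% = median of test compound wells and 100% = reference inhibitor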
rCAG RNA binder: binders of r(CAG) RNA repeats, primary screen, biochemical, fluorescence. r(CAG) RNA repeat, TO-PRO-1 dye displacement fluorescence. AID 651821, 2012. inhibition, % at 3 µM. 370,000 tested, 1.3% active;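 active = inhibition above the plate cutoff, the mean of all test compounds on that plate plus 3 SD, cut at about 35% in these data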;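 also: 0% = DMSO alone and 100% = 100 µM mitoxantrone as full dye displacement; higher means more dye released from RNA so lower well fluorescence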
SIAE inh: human SIAE inhibitors, primary screen, biochemical, fluorescence polarization, FP-Rh probe, 1536-well HTS. 370,000 tested, 0.69% active. SIAE FP-Rh probe binding. AID 1053197, 2014. Sialate O-acetylesterase (Homo sapiens), Q9HAT2. inhibition, % at 9.66 µM;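 active = inhibition above a cutoff: mean of compounds within the control limits plus 3 SD of those, cut at about 17% in these data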;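 also: 0% = plate median of compound wells and 100% = probe without SIAE protein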
PRMT1 FP inh: PRMT1 methyltransferase inhibitors, primary screen, biochemical, fluorescence polarization | Protein arginine N-methyltransferase 1 (Homo sapiens), Q99873 | 370,000 tested, 1.3% active | inhibition, % at 2.79 µM | recombinant PRMT1, activity-based probe fluorescence polarization;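 active = inhibition above about 21% made by adding two undisclosed values, limit read from the data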
HTRA1 inhibitor: HTRA1 serine protease inhibitors, primary screen, biochemical, fluorescence polarization, HTS; recombinant HTRA1, FP-rhodamine activity-based probe; inhibition, % at 5.96 µM; Q92743; 340,000 tested, 0.5% active; in the data active = inhibition above about 36%;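 also: 0% = enzyme with DMSO and 100% = wells lacking enzyme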
* marks the source's active call; other numbers are inactive results; x = not tested or not shown. This is a subset; rates above refer to the full screens.

mol	GC-A act	mABHD4 FP	MBD2 DNA inh	TCR CD3 inh	NPR2 activator	UHRF1 binding	rCAG RNA binder	SIAE inh	PRMT1 FP inh	HTRA1 inhibitor
Cc1cccc(C(=O)Nc2ccc(C(=O)N/N=C/c3cccc(C)n3)cc2)c1	-5	-10	1	-2	-3	1	2	-9	-1	-6
CCOC(=O)c1cc2c(=O)n3cccc(C)c3nc2n(CCCOC)c1=NC(=O)c1cccnc1	x	2	1	0	x	0	-10	3	-3	5
CC(C)CN(CCNC(=O)CN1N=C(c2ccc(Cl)cc2)CCC1=O)CC(C)C	-10	-2	2	3	-6	4	-6	-3	-1	1
O=C(Nc1ccccc1F)Nc1ccc([N+](=O)[O-])cc1Cl	6	9	5	-5	-2	0	4	-17	2	-1
Cc1noc(C)c1NC(=O)Nc1ccc2c(c1)C(=O)N([C@H](C)CO)C[C@H](C)[C@@H](CN(C)S(=O)(=O)c1cn(C)cn1)O2	1	-1	1	-2	1	11	4	-9	0	-5
O=C(CN1C(=O)C2C3C=CC(C4CC34)C2C1=O)NCc1ccco1 (centres undefined)	8	3	-3	1	0	-1	2	0	-2	-2
O=C(O)CSc1nc(-c2ccccc2)c(-c2ccccc2)[nH]1	-1	6	4	6	3	0	1	5	1	3
Cc1nc(-c2ccc(Cl)cc2)sc1C(=O)O	0	1	3	0	-5	-3	6	-7	4	4
Cc1cccc(NC(=O)/C(=C\c2ccco2)NC(=O)c2cccs2)c1	2	5	-2	2	-3	-4	15	0	9	-11
Cc1cccc(OCC(=O)NC(=S)Nc2ccccc2N2CCOCC2)c1	6	-11	-3	2	-1	-2	-4	1	1	-31
O=C(NCCCN1CCc2ccccc2C1)Nc1ccc(Cl)cc1	-15	2	-8	2	-10	-1	4	-1	-1	-7
Fc1ccc2nc(COCc3nc4ccc(F)cc4[nH]3)[nH]c2c1	3	-7	0	x	-10	1	x	-7	-1	x
O=C(Cn1ccc2ccccc2c1=O)NCC(=O)N1CCN(c2ccccc2F)CC1	-1	0	6	5	-5	-1	1	-2	0	3
CCn1c(C(=O)NCc2ccccn2)cc2sccc21	-6	6	-3	3	0	1	-1	1	0	0
CCOC(=O)C(=CNc1ccc(C)cc1C)C(=O)OCC	3	1	0	2	8	-2	-5	-12	-1	-2
CCN(CC)c1ccc(/C=N/NS(=O)(=O)c2cccc([N+](=O)[O-])c2)cc1	-1	-3	0	-6	0	4	4	4	7	0
O=C(N/N=C/c1ccc(O)c(O)c1)C1c2ccccc2Oc2ccccc21	6	26	1	4	1	4	17	-7	3	69*
Cc1cc(N2CCC(C)CC2)nc(NCc2ccccc2)n1	-18	7	4	-4	-14	2	6	-1	-1	-4
CC1CCN(c2ccccc2NC(=O)c2ccc([N+](=O)[O-])o2)CC1	-2	4	2	7	-7	-2	0	2	-1	-2
Cc1cc(=O)n2nc(N3CCCC(C(=O)NC(C)c4ccccc4)C3)sc2n1 (centres undefined)	0	-3	1	-4	-2	3	2	5	2	-6
CN(C)CCCN(Cc1ccccc1)C(=S)Nc1ccc(OC(F)F)cc1	0	5	4	5	6	-2	-5	-1	-2	0
CC1(C(=O)NS(=O)(=O)c2ccccc2Cl)CCN1C(=O)COc1ccc(Cl)cc1 (centres undefined)	1	-1	0	-1	1	3	10	11	-1	x
CC(=O)c1ccc(NC(=O)c2cc3ccccc3o2)cc1	2	-1	-1	-10	2	3	1	-2	1	-3
N#Cc1ccccc1S(=O)(=O)N1CCN(c2cnccn2)CC1	0	6	1	2	-4	-1	2	2	-3	-3
O=C(NCc1ccc(F)cc1Cl)C1CC(=O)N(C2CCCCCCC2)C1 (centres undefined)	-1	-4	0	1	5	0	-3	-3	0	-5
CN(C(=O)c1cccc(NC(=O)Cc2ccc(NC(=O)C3CCN(C(=O)C4CCCC4)CC3)cc2)c1)C1CCCC1	0	-3	-5	2	-1	0	2	-2	-3	-6
O=C(C1CCCN(S(=O)(=O)c2ccccc2)C1)N1CCCCCC1 (centres undefined)	3	-11	-4	1	2	-3	-6	-7	-1	6
NNS(=O)(=O)c1ccc(N2CCCC2=O)c([N+](=O)[O-])c1	0	6	7	-2	4	-1	-2	-2	82*	-1
CC1(C)C2CC=C(/C=N/n3cnnc3)C1C2 (centres undefined)	0	2	-5	7	3	-3	0	2	0	-3
COc1cc(C#Cc2c(C=O)n(C)c3ccccc23)cc(OC)c1	-1	4	-3	3	-5	2	5	-3	-1	-20
CC(Nc1nc(-c2ccc(Cl)cc2)cs1)c1nc2cc(Cl)c(N3CCCCC3)cc2n1CCOCCO (centres undefined)	-4	0	1	8	-5	0	12	11	0	2
CC(=O)c1ccc(N2CCN(C(=O)C3CCN(S(=O)(=O)c4ccc5c(c4)CC(C)N5C(=O)C4CC4)CC3)CC2)cc1 (centres undefined)	-4	3	3	-2	-2	1	8	-7	0	-9
COCCNC(=O)CN(C(=O)CCC(=O)Nc1ccccn1)c1ccc(F)cc1	5	-5	2	2	3	1	-5	3	-2	-1
O=S(=O)(c1ccc(-c2nnc(SCc3ccccc3)o2)cc1)N1CCCC1	3	2	-2	2	-2	0	-3	0	1	1
COc1ccc(CNCC#Cc2ccccc2)cc1	1	8	2	x	1	-3	1	5	2	x
COc1ccc(-c2csc(Nc3cccnc3)n2)cc1OC	7	18	-3	8	3	1	-2	-2	-1	6
CCCNc1nc2ccccc2n2c(C)nnc12	9	-10	-4	-2	8	-2	-3	-15	2	1
O=C1CC(N2CCN(C/C=C/c3ccccc3)CC2)C(=O)N1CCc1ccccc1 (centres undefined)	0	2	-1	-1	3	-4	-10	0	-1	-9
O=c1oc(-c2cccs2)nc2sc3c(c12)CCCCC3	-5	-6	6	-9	-9	3	-2	-6	0	1
Cc1cccc2c1N(C(=O)CN1C(=O)c3ccccc3C1=O)C(C)(C)c1ssc(=S)c1-2	-2	12	-2	-2	3	-3	7	5	2	-4

3 entries from above, ordered by the value under NPR2 activator, highest first.
| mol | GC-A act | MBD2 DNA inh | TCR CD3 inh | NPR2 activator | SIAE inh | PRMT1 FP inh | HTRA1 inhibitor |
| --- | --- | --- | --- | --- | --- | --- | --- |
| CCCNc1nc2ccccc2n2c(C)nnc12 | 9 | -4 | -2 | 8 | -15 | 2 | 1 |
| CC1(C(=O)NS(=O)(=O)c2ccccc2Cl)CCN1C(=O)COc1ccc(Cl)cc1 (centres undefined) | 1 | 0 | -1 | 1 | 11 | -1 | x |
| O=S(=O)(c1ccc(-c2nnc(SCc3ccccc3)o2)cc1)N1CCCC1 | 3 | -2 | 2 | -2 | 0 | 1 | 1 |

Carrying on:
mol	GC-A act	mABHD4 FP	MBD2 DNA inh	TCR CD3 inh	NPR2 activator	UHRF1 binding	rCAG RNA binder	SIAE inh	PRMT1 FP inh	HTRA1 inhibitor
Cn1c(=O)cc(Nc2ccccc2)[nH]c1=O	1	-2	-2	4	2	-2	0	-2	0	-1
O=C(NC(=S)NCC1CCCO1)C(c1ccccc1)c1ccccc1 (centres undefined)	0	6	-2	-11	-6	12	3	-1	2	-15
CCOC(=O)N1CCN(Cc2nc(N)nc(Nc3ccc(C)cc3)n2)CC1	0	-5	-2	-5	3	-1	0	-9	1	6
CS(=O)(=O)NNC(=O)c1csc(Cc2c(Cl)sc3ccc(Cl)cc23)n1	-4	2	3	0	0	-2	0	6	2	2
Cc1nnc(NC(=O)c2ccc(S(=O)(=O)N3CCCCC3C)cc2)o1 (centres undefined)	-2	1	-4	1	3	-2	5	1	-1	-5
CCOc1ccc(OCC)c(NC(=O)C2COc3ccccc3O2)c1 (centres undefined)	-6	5	0	3	-7	-2	-3	0	-3	-4
O=C(Nc1ccc(OC(F)(F)F)cc1)c1cnccn1	-4	-5	-7	4	-3	-2	-3	1	-3	-7
COc1cc(-n2c(=O)c3ccccc3n(CC(=O)c3ccccc3)c2=O)cc(OC)c1OC	1	0	0	2	-1	8	1	-6	2	2
CN(C)CCN(C(=O)c1ccc2ccccc2c1)c1nc2cc3c(cc2s1)OCO3	-7	4	0	5	0	0	3	0	-2	-13
Cc1cccc(C(=O)NNC(=O)c2cccc([N+](=O)[O-])c2)c1	4	-1	3	4	-3	-3	6	1	-3	2
Cc1ccc(-n2nc(C)c3c(C)c(CCC(=O)NCc4ccco4)c(C)nc32)cc1	13	-7	-2	-6	-4	0	4	-8	2	-9
Cc1cc2nc3n(c2cc1C)CC1CC(C(=O)NCc2ccccc2)N(C)C31 (centres undefined)	1	0	1	1	0	-2	-6	7	-2	-9
CCOC(=O)C1CCCN(C(=O)c2ccc(C)c(NC(=O)C3=C(C)OCCS3)c2)C1 (centres undefined)	-1	2	-4	-5	4	0	-8	8	5	-13
O=C(Oc1ccc(F)cc1)c1cccnc1	1	-1	1	-2	7	0	0	-10	2	14
C/C(CC(=O)Nc1ccc2c(c1)OCCO2)=N\NC(=O)c1ccc([N+](=O)[O-])cc1Cl	-1	7	1	5	5	-2	0	5	-3	-9
Cn1c(=O)c2c(nc(SCC(=O)O)n2Cc2cccc(C(F)(F)F)c2)n(C)c1=O	1	-1	0	7	3	0	7	-2	2	4
CCCSc1cc(NCCOC(=O)CCC)c([N+](=O)[O-])c2nonc12	7	11	-8	1	3	-8	3	13	21	5

Bioassay records (PubChem BioAssay)
